# Screening data: PubChem, several laboratories
# Wee1 degr inh: human Wee1 degradation inhibition, primary screen; HeLa Luc-Wee1K328M stability, luciferase luminescence; 100% = proteasome inhibitor MG132 effect; actives 1.2% (n = 220,000); P30291; reporter increase, % at 5 µM;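 active means activation above the mean of all tested compounds plus 3 SD, set per screening run, cut at about 8.8% in these data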;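 further: cells exposed to compound for 20 h before luminescence read; 0% = DMSO alone and 100% = MG132 at 30 µM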
# Target sequence (P30291 whole entry K328M): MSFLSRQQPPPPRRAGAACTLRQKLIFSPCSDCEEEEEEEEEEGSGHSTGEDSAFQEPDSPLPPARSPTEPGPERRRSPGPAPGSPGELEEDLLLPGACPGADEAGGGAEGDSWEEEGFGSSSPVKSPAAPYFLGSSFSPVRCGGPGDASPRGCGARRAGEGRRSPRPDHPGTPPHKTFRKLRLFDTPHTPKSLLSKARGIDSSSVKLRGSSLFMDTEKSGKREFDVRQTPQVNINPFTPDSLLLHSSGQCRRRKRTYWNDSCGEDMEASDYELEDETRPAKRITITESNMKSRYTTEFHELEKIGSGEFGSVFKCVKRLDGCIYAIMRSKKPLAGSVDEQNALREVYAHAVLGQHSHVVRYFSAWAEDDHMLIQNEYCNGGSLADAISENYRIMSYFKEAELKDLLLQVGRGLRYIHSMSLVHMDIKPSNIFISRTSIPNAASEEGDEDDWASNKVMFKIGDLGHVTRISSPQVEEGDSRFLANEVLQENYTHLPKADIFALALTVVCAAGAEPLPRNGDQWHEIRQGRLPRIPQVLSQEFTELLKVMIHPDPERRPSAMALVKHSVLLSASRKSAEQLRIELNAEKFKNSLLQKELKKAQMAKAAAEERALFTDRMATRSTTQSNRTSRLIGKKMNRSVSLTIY
# PPC-1+TRAIL kill: PPC-1 cancer cell killing with TRAIL present; AID 1443; actives 0.41% (n = 220,000); cell killing (% activity), % at 4 µM; PPC-1 cells + TRAIL, ATPLite viability luminescence;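 active means cell killing above 50% in the first pass at 4 µM, then a duplicate retest at 5 µM averaging 50% or more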;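 further: plate controls were cells with TRAIL plus DMSO for no effect and medium-only wells lacking cells for full effect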
# TRPML3 agonist: agonists of human TRPML3 channel; Q8TDD5; HEK293 TRPML3-YFP, Fluo-8 calcium fluorescence; 100% = the carbachol control signal; activation, % at 3 µM; actives 0.29% (n = 220,000); AID 1448;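 active means activation above its plate's cutoff, the mean activation of the plate's test wells plus 3 SD, cut at about 12% in these data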;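 further: 0% = DMSO only wells and 100% = carbachol wells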
#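 Test system: HEK293 cells stably carrying human TRPML3-YFP; Doses: single dose, 3 µM final nominal compound, 0.3% DMSO final; Schedule: dye loading 1 h 37 °C then 30 min ambient, 125 s read; Technique: Fluo-8 calcium fluorescence; Benchmarks: high control carbachol 87 µM, low control DMSO.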
# RBBP9 inh: blocks human serine hydrolase RBBP9 | recombinant RBBP9, FP-Rh probe fluorescence polarization | inhibition, % at 7.94 µM | actives 0.2% (n = 220,000) | O75884 | AID 1515;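 active means inhibition above the campaign mean of all tested compounds plus 3 SD, cut at about 14% in these data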;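 further: plate controls were DMSO wells with RBBP9 for no effect and wells lacking RBBP9 protein for full effect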
# Target sequence (O75884 whole entry, looked up): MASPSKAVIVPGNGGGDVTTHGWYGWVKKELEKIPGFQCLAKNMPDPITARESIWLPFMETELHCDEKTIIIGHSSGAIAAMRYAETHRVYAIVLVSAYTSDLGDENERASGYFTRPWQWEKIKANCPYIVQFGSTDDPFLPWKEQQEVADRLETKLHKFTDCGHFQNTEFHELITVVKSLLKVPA
#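 Material: RBBP9 protein. Amount: RBBP9 at 2.5 µM in dispensed solution, before mixing. Schedule: 30 min then 45 min, 25 °C. Medium: Tris buffer pH 8.0, NaCl, Pluronic. Measured by: fluorescence polarization. Measure: percent inhibition from mP, scaled between DMSO and no-protein wells. Replication: one well per compound.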
# Ba/F3 V617F tox: loss of viability in JAK2V617F-driven Ba/F3 cells. AID 1446. actives 1.1% (n = 220,000). inhibition, % at 5.6 µM. Ba/F3 EpoR-JAK2V617F viability, ATP luminescence;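 active means inhibition above the campaign mean plus 3 SD over all tested compounds, cut at about 24% in these data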;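 further: cytokine-independent growth of Ba/F3 cells driven by EpoR plus mutant JAK2; 0% = DMSO-treated cells and 100% = JAK inhibitor I control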
# TRPN1 ag: agonists of zebrafish TRPN1 channel; HEK293 zebrafish TRPN1-YFP, Fluo-8 calcium fluorescence; 100% = response to 87 µM carbachol; activation, % at 3 µM; actives 0.18% (n = 220,000); AID 1424;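 active means activation above its plate's cutoff, the mean activation of test wells on that plate plus 3 SD, cut at about 19% in these data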;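 further: 0% = DMSO alone and 100% = 87 µM carbachol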
#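 Assay system: Zebrafish TRPN1-YFP in HEK293 cells | Incubation: Dye loading 1 h at 37 °C, then 30 min room temperature | Measured by: Kinetic Fluo-8 fluorescence, ex 470-495, em 515-575 nm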
# BaF3 tox: parental Ba/F3 viability inhibition as JAK2V617F counter-screen; CellTiter-Glo ATP luminescence; inhibition, % at 5.6 µM; actives 1.1% (n = 220,000);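 active means inhibition above a per-campaign cutoff, the mean inhibition of all tested compounds plus 3 SD, cut at about 27% in these data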;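 further: 0% = DMSO wells and 100% = JAK Inhibitor I control wells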
# TNF death inh: TNF-alpha cell death inhibition in Jurkat FADD-/- cells; Jurkat FADD-/- TNF necroptosis rescue, ATP luminescence, 24 h; 0 = TNF only, 100 = no-TNF cells; activation (protection from cell death), % at 10 µM; actives 0.068% (n = 220,000); AID 463075;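 active means activation, meaning protection from cell death, of at least 50% relative to plate controls; inactive means activation below 50%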;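 further: necroptosis triggered by 40 ng/mL TNF-alpha added together with compound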
# CHOP inhibitor: CHOP inhibition in unfolded protein response | actives 3.8% (n = 220,000) | inhibition, % at 10 µM | CHO-K1 CHOP-promoter luciferase, tunicamycin-induced, 15-18 h;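 active means compounds that reduced the stress-induced luciferase reporter signal by more than about 70% of percent inhibition, limit read from the data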;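 further: 0% = tunicamycin plus vehicle and 100% = wells without tunicamycin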
# Active calls of the source: *; x = no result given.
no.	SMILES	Wee1 degr inh	PPC-1+TRAIL kill	TRPML3 agonist	RBBP9 inh	Ba/F3 V617F tox	TRPN1 ag	BaF3 tox	TNF death inh	CHOP inhibitor
1	O=C(Cc1cccs1)Nc1nc(-c2cccnc2)cs1	-1	15	3.6	-1	-1	7.2	-6	0.2	26
2	Cc1ccc(C)c(OCC(=O)N/N=C\c2cccn2C)c1	-1	20	0.2	1	0	-0.8	8	0.0	7
3	CCSc1nnc(NC(=O)Cc2cc(OC)c(OC)c(OC)c2)s1	-1	18	-0.6	-8	1	0.1	5	0.0	21
4	O=C(NC1CCCC1)C(c1ccccn1)N(C(=O)c1csnn1)C1CCCCC1 (centres undefined)	-3	-4	0.2	-9	-1	-1.5	1	-1.3	2
5	COc1ccc(-n2c(=O)c3c4c(sc3n(Cc3cccc(F)c3)c2=O)CN(C(C)=O)CC4)c(OC)c1	1	11	0.7	-8	1	1.8	9	-3.5	17
6	Cc1ccc[n+](CC(=O)N2CCCCC2)c1C	0	22	0.3	3	-5	1.3	-3	1.6	-22
7	Cc1ccc(S(=O)(=O)N2CCCC2)cc1C(=O)O	0	18	0.1	4	0	0.2	1	-0.2	8
8	Cc1cccc(C(=O)NC(=S)Nc2ccc(N3CCOCC3)cc2)c1	0	18	0.4	0	-3	1.5	-1	0.9	-47
9	O=C(CC1SC(=Nc2ccc3c(c2)OCCO3)NC1=O)Nc1ccc(F)cc1F (centres undefined)	-3	0	0.0	-6	-3	-0.6	-1	-6.5	17
10	COC(=O)c1ccccc1NC(=O)CSc1ccc(C)cc1	3	-16	-0.7	-2	-2	-1.1	-2	0.2	40
11	COc1cc(CCC(C)=O)ccc1OC(=O)c1c(F)cccc1Cl	-1	21	-0.2	2	-2	0.3	-3	0.4	8
12	COc1ccc(Oc2nnc(-c3ccccc3)cc2C#N)cc1	-2	16	0.7	-5	-1	0.7	-1	-1.2	-20
13	Cc1ccc(CN=c2c([N+](=O)[O-])nn(-c3cccc(C)c3)n2O)cc1	1	16	0.6	1	-2	-1.1	-1	-0.6	13
14	CC1(C)Cc2ccccc2-c2nnc(-c3ccc(O)cc3)n21	-2	11	0.1	4	2	-0.5	2	-0.3	42
15	O=c1c2c(nc3cc(-c4ccc(F)cc4)[nH]n13)CCC2	1	34	-0.3	-1	-2	-1.3	4	0.6	-18
16	Cc1ccc(N(Cc2ccccc2F)S(C)(=O)=O)c(C)c1	-3	17	0.5	4	1	-1.8	5	-0.4	-17
17	O=C(Nc1nc(-c2ccccn2)cs1)c1ccccc1-n1cnnn1	0	26	-0.2	-2	66*	2.1	63*	-16	58
18	O=C(NCC(=O)N(c1ccccc1)C(C(=O)NC1CCCC1)c1cccnc1)c1ccco1 (centres undefined)	1	14	0.0	-1	-3	-0.2	0	-1.6	-4
19	Cc1ccc(S(=O)(=O)Nc2cc(NC(=O)CN3CCOCC3)ccc2Cl)cc1	-1	12	0.6	-6	2	0.2	3	-2.9	-6
20	COc1ccc(-c2nnc(Nc3nc4c(OC)cccc4s3)o2)cc1	0	16	0.5	-1	-6	0.5	2	-1.7	-2
21	CCOC(=O)N/N=C/c1cn(CCCOc2ccccc2)c2ccccc12	-2	16	-0.3	2	-5	-1.1	2	3.3	5
22	COc1ccc(C(=O)Nc2ccc(C)c(S(=O)(=O)N3CCCCCC3)c2)cc1	0	3	2.8	-12	5	5.8	7	-2.0	5
23	CC1(C(=O)Nc2c(F)c(F)c(F)c(F)c2F)CC1(Br)Br (centres undefined)	0	-1	0.8	-6	-4	-0.8	0	14	3
24	CCSc1nnc(NC(=O)[C@@H](NC(=O)c2cc(OC)cc(OC)c2)C(C)C)s1	-1	-5	-1.1	-5	0	-2.6	0	0.5	15

# By substructure, the entries above containing a thiophene ring, fused or not (two)
no.	SMILES	Wee1 degr inh	PPC-1+TRAIL kill	TRPML3 agonist	RBBP9 inh	Ba/F3 V617F tox	TRPN1 ag	BaF3 tox	TNF death inh	CHOP inhibitor
1	O=C(Cc1cccs1)Nc1nc(-c2cccnc2)cs1	-1	15	3.6	-1	-1	7.2	-6	0.2	26
5	COc1ccc(-n2c(=O)c3c4c(sc3n(Cc3cccc(F)c3)c2=O)CN(C(C)=O)CC4)c(OC)c1	1	11	0.7	-8	1	1.8	9	-3.5	17

# (listing goes on)
no.	SMILES	Wee1 degr inh	PPC-1+TRAIL kill	TRPML3 agonist	RBBP9 inh	Ba/F3 V617F tox	TRPN1 ag	BaF3 tox	TNF death inh	CHOP inhibitor
25	C/C(=N\OC(=O)c1c(-c2c(F)cccc2Cl)noc1C)c1nccs1	0	25	0.8	2	-2	1.8	-1	-0.5	30
26	CN(C)S(=O)(=O)N(CC(=O)Nc1ccccc1C(F)(F)F)c1ccccc1	0	22	0.5	5	0	-0.1	2	0.0	-8
27	COC(=O)c1ccc2c(=O)n(CCCCCC(=O)N3CCN(c4ccc(F)cc4)CC3)c(=O)[nH]c2c1	4	6	0.2	-6	4	0.9	6	0.1	29
28	CCn1cc(SCC(=O)N2CCc3ccccc32)c2ccccc21	0	-10	0.6	-31	-2	-0.7	6	-0.7	33
29	Cc1cc(C)n(-c2nc(-c3ccc(Cl)cc3)cs2)n1	2	18	0.8	-10	-4	1.4	-1	1.4	29
30	Nc1cc(N2CCCC2)c(Cl)cc1[N+](=O)[O-]	1	-3	-0.6	-6	1	-0.9	2	-0.7	31
31	O=C(Nc1cccc(S(=O)(=O)NC2=NCCC2)c1)C1CCC1	-1	7	-1.0	2	0	-0.2	5	0.0	-2
32	CCc1nccn1C(=O)c1cnn2c(C(F)F)cc(-c3ccc(C)cc3)nc12	-3	18	-0.6	-4	1	-2.3	4	-0.2	38
33	COC(=O)CSc1nnc(CNC(=O)c2ccccc2F)n1-c1ccccc1	2	5	0.3	-10	5	0.8	4	-0.2	0
34	CCCCCCN=C(C)C1=C(O)C(C(=O)OC)C(C)(C)CC1=O (centres undefined)	-1	22	-0.6	-3	-1	0.3	5	0.5	7
35	COc1ccc(CNC(=O)C/C(C)=N/NC(=O)Cc2ccc(OC)cc2)cc1	-1	-2	0.2	3	-4	-1.3	2	1.4	24
36	O=C(O)CCCNC1=NCCC1	-3	0	1.0	2	0	0.9	4	1.0	13
37	Cc1ccc(SCc2c(C(=O)N/N=C/c3ccccc3)nnn2-c2nonc2N)cc1	3	-8	5.6	0	-4	1.4	-2	0.3	5
38	CCOC(=O)c1ccc(N/C=C/C(=O)c2ccccc2)cc1	-1	18	0.3	-5	0	-0.4	3	0.3	7
39	Cc1nc(C)c(-c2ccn(C(=O)NC(C)C)n2)s1	2	-20	0.8	-10	1	-0.2	2	0.4	3
40	COC(=O)CCC(=O)NC(=S)Nc1ccccc1F	1	20	2.7	1	-3	1.5	2	0.8	2

# Whole records, looked up by structure. Values in the order: Wee1 degr inh	PPC-1+TRAIL kill	TRPML3 agonist	RBBP9 inh	Ba/F3 V617F tox	TRPN1 ag	BaF3 tox	TNF death inh	CHOP inhibitor
# Shown for COC(=O)CSc1nnc(CNC(=O)c2ccccc2F)n1-c1ccccc1 = 2	5	0.3	-10	5	0.8	4	-0.2	0
# Shown for CCCCCCN=C(C)C1=C(O)C(C(=O)OC)C(C)(C)CC1=O (centres undefined) = -1	22	-0.6	-3	-1	0.3	5	0.5	7
# Shown for COc1ccc(CNC(=O)C/C(C)=N/NC(=O)Cc2ccc(OC)cc2)cc1 = -1	-2	0.2	3	-4	-1.3	2	1.4	24
# Shown for O=C(O)CCCNC1=NCCC1 = -3	0	1.0	2	0	0.9	4	1.0	13
# Shown for Cc1ccc(SCc2c(C(=O)N/N=C/c3ccccc3)nnn2-c2nonc2N)cc1 = 3	-8	5.6	0	-4	1.4	-2	0.3	5

# Continued.
no.	SMILES	Wee1 degr inh	PPC-1+TRAIL kill	TRPML3 agonist	RBBP9 inh	Ba/F3 V617F tox	TRPN1 ag	BaF3 tox	TNF death inh	CHOP inhibitor
41	CC(C)C(NC(=O)CN(c1cccc(F)c1)S(C)(=O)=O)C(C)C	1	10	0.5	3	3	-0.2	6	-0.3	1
42	Cc1c(-c2nc(-c3ccc(C(C)(C)C)cc3)no2)n(C)oc1=O	3	-18	0.5	0	-4	0.8	-4	3.8	10
43	COc1ccc2c(c1OC)C(=O)N(C(C)C(=O)O)C2=O (centres undefined)	-2	14	1.2	-7	2	1.2	4	-0.2	40
44	CC(=O)NS(=O)(=O)c1ccc(NC(=O)C2c3ccccc3Oc3ccccc32)cc1	3	17	0.7	3	-3	-0.5	0	1.8	-3
45	COc1cc(NC(=S)Nc2cccnc2)cc(OC)c1OC	-1	0	0.5	-6	0	-1.6	-2	-1.5	12
46	Cc1ccc(OCC(=O)Nc2ccccc2Sc2ccc(Cl)cc2)c([N+](=O)[O-])n1	6	18	0.1	-1	-1	-1.0	1	-10	3
47	COc1ccc(N2Cc3ccccc3C2)cc1Cl	2	16	0.2	-5	-3	1.4	0	0.3	-25
48	O=C(c1cccc2c1C(=O)N(Cc1cccnc1)C2)N1CCN(c2ccccc2)CC1	5	29	0.2	-2	1	-0.2	2	-1.3	-1
49	CCNc1ccc(C(=O)OCC)cc1NC(=O)c1cccc(N(C)C)c1	4	17	-0.2	-1	82*	-1.0	77*	-9.6	0
50	O=C(NCCc1ccccc1)C1CCN(C2CCN(Cc3ccc(CO)o3)CC2)CC1	-1	x	-0.5	5	0	1.4	3	1.8	-5
51	Nn1c(SCc2ccc(F)cc2)nnc1-c1cccnc1	1	10	0.2	0	-2	-0.8	4	0.8	-5
52	COc1ccc(C)cc1NC(=O)CCCN1C(=S)NC(C)(C)CC1C (centres undefined)	0	-14	0.4	-10	-1	-1.8	4	2.3	3
53	COc1ccc(CC(NC(=O)c2ccccc2)C(=O)NCC(=O)O)cc1 (centres undefined)	0	-23	0.8	-4	-4	0.3	4	1.3	15
54	CCOc1ccc2c(c1)/C(=N/N1C(=O)c3ccccc3C1=O)C(=O)N2	6	23	1.4	-6	-3	0.1	2	-1.9	7
55	O=C(c1cnn2c(C(F)(F)F)cc(-c3ccc4c(c3)OCO4)nc12)N1CCCCC1	-2	3	0.3	-7	-3	1.4	3	0.8	31
56	CN(c1ccccc1)S(=O)(=O)c1ccc(C(=O)Nc2nccs2)cc1	-1	33	0.7	-7	-3	0.9	10	4.9	51
57	CCc1nnc(NC(=O)c2cccc(S(=O)(=O)N3CC(c4ccccc4)CC3=O)c2)s1 (centres undefined)	-4	3	-0.3	-9	2	0.3	6	0.9	-27
58	COc1ccccc1-n1c(SCC(N)=O)nnc1-c1ccccc1	0	15	-0.6	-7	-6	0.3	1	-0.3	-15
